Screens deposited in PubChem BioAssay by National Center for Advancing Translational Sciences (NCATS).
FBPA Giardia inh: blocks Giardia fructose-bisphosphate aldolase activity. A8B2U2. purified Giardia FBPA. Potency, µM (doses to about 59.6 µM), for the others: top-dose activity, negative = inhibition, hits mostly inhibitors. 290,000 tested, 0.71% active; further: potency means the concentration at half of the fitted maximal effect; nearly all actives have a fitted effect of over 55% in size
Target sequence (A8B2U2 whole entry, looked up): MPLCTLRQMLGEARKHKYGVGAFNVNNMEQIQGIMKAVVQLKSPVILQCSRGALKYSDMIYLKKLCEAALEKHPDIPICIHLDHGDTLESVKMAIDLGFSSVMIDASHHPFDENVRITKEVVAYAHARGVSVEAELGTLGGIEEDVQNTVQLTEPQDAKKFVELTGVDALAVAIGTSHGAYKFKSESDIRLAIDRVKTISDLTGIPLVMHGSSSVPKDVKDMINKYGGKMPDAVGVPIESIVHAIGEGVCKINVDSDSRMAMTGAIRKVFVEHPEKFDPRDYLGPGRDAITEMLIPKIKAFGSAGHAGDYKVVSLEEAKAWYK
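40 nM FBPA preincubated 10 min at RT with compound (up to 57.5 uM final), then substrate plus GAPDH/TPI/NAD/arsenate coupling and diaphorase/resazurin added. Fluorescence read after 20 min at RT, 525/598 nm.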
HCMV antiviral: human cytomegalovirus inhibition; HFF cells, HCMV-luciferase reporter, 72 h; active compounds read low; activity change, negative = inhibition, % at 57.5 µM; 410,000 tested, 4.5% active; AID 1259415; in the data active means activity change below about -60%; inconclusive means no clear call, values can overlap the other calls; inactive means above about -39%
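Two compound doses tested in HFFs infected with HCMV-luciferase, MOI 1 PFU/cell, 72 h at 37C. Lysate luminescence read with OneGlo; data normalized against buffer-only and 10uM Salinomycin inhibitor controls.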
AmpC detergent: blocks E. coli AmpC beta-lactamase in detergent assay; 370,000 tested, 0.041% active; AID 485294; Potency, µM (series often up to 114 µM), for inactives: at the top dose activity change, negative = inhibition, most hits filed as inhibitors; P00811; AmpC hydrolysis of nitrocefin, absorbance 480 nm, 0.01% Triton;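 further: potency means the concentration at half of the fitted maximal effect; 0% = no-compound wells and -100% = no-enzyme wells; nearly all actives have a fitted effect of over 25% in size; some results filed as inactive show a strong effect at the top dose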
Target sequence (P00811 whole entry, looked up): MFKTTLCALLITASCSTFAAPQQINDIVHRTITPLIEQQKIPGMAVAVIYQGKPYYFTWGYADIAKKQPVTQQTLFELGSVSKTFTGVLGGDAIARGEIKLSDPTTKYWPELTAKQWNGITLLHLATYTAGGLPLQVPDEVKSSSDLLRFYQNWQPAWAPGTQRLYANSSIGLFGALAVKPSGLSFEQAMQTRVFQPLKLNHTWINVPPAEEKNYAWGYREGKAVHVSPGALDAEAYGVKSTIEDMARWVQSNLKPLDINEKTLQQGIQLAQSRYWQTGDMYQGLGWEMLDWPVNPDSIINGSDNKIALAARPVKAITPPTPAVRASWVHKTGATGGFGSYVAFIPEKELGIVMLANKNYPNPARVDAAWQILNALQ
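AmpC (5.3 nM in the dispensed reagent) in 20 mM phosphate pH 7.0 with 0.01% (detergent screen) or 0.0001% Triton X-100 was preincubated with compounds for 15 min at room temperature. Nitrocefin was then added from an 800 uM solution, and hydrolysis was followed at 480 nm.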
Sm TGR block: inhibitors of Schistosoma mansoni thioredoxin glutathione reductase. Q962Y6. purified TGR, DTNB reduction, TNB absorbance 405 nm. Potency, µM (top dose mostly 114 µM), without a hit: at the top dose activity change, negative = inhibition, hits mostly inhibitors. 360,000 tested, 3% active. AID 485364; further: potency means the concentration at half of the fitted maximal effect; nearly all actives have a fitted effect of over 60% in size
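TGR 20 nM + NADPH 100 uM (dispensed conc.), cpd preinc 15 min RT; start with NADPH (500 uM addition) then DTNB (15 mM addition). Kinetic TNB absorbance, 405 nm filter. Four-parameter Hill fit across titration.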
HCV inh: blocks hepatitis C virus; Huh7.5.1 HCVcc-Cre infection, luciferase reporter, 44 h; Potency, µM (highest dose often 41.8 µM), for inactives: top-dose activity change, negative = inhibition, most hits filed as inhibitors; 340,000 tested, 3.4% active; AID 651820; further: potency means the concentration at half of the fitted maximal effect
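Antiviral activity was scored by luciferase reporter output from cells infected with HCVcc-Cre (~0.5 moi) in presence of compound, 44 h infection period, cells seeded 1,000/well 4 h prior.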
AMA1-RON2 inh: disrupts binding of P. falciparum AMA1 to RON2; 360,000 tested, 0.2% active; AlphaScreen AMA1-biotinylated RON2 peptide binding; Potency, µM (series often up to 58.2 µM), without a hit: top-dose activity change, negative = inhibition, actives largely listed as inhibitors;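 further: potency means the concentration at half of the fitted maximal effect; 0% = vehicle wells and -100% = peptide control; nearly all actives have a fitted effect of over 45% in size; some results filed as inactive show a strong effect at the top dose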
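AMA1 (3D7) with his tag at 25 nM final met compounds first, then biotinylated RON2 peptide at 25 nM; detection used donor plus acceptor beads, 10 µg/mL apiece, read by AlphaScreen after 30 min at room temperature.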
* marks the source's active call; other numbers are inactive results; ? = inconclusive; nt = no result given; & = joins results of further samples; [ ] = another dose, or the depositor's remark. Unless noted, the call rests on the fitted dose curve; in most records, active means well fitted curve in the direction sought with a large enough effect; inconclusive means small, poorly fitted or top-dose-only effect, or another doubt; inactive means no such curve, though single readings can be large; an effect the other way counts as inactive or inconclusive. Unless noted, on the % scale 0 is the no-effect control and ±100 the full control effect.

Every second line gives: FBPA Giardia inh	HCMV antiviral	AmpC detergent	Sm TGR block	HCV inh	AMA1-RON2 inh
1. COC(=O)c1cn(Cc2ccc(C(F)(F)F)cc2)cc(F)c1=O
  4%	0	5%	14%	5%	7%
2. NC(=O)c1c(NC(=O)c2cccs2)sc2c1CCCCCC2
  1%	9	-9%	0%	10µM*	-11%
3. CC(=O)Nc1cc2c(cc1NC(=O)Cn1nc(-c3ccc4c(c3)OCCO4)ccc1=O)OCCO2
  1%	7	-13%	-18%	?	4%
4. O=C1CC(N2CCC(O)(c3ccc(Br)cc3)CC2)C(=O)N1c1ccc(Cl)cc1 (stereo unspecified)
  -2%	-2	?	-26%	-1%	-16%
5. CC(C)N1CCc2c(sc(NC(=O)c3ccc(S(=O)(=O)N(C)C4CCCCC4)cc3)c2C(N)=O)C1
  nt	-11	2%	3%	nt	nt
6. CN(C(=O)CN1C(=O)/C(=C/c2ccc(F)cc2)SC1=S)C1CCS(=O)(=O)C1 (stereo unspecified)
  -7%	-23	-6%	11%	17%	7%
7. COc1cc(Br)c(C(=O)c2nccc3cc(OC)c(OC)cc23)cc1OC
  ?	50	-1%	-31%	?	-4%
8. COc1ccc(Cl)cc1NC(=O)Cn1nnc(C(=O)NCCc2ccc(OC)c(OC)c2)c1N
  nt	?	-1%	-6%	?	1%
9. COc1ccc(Cn2c(=O)c3oc4ccccc4c3n(CC(=O)Nc3cc(C)cc(C)c3)c2=O)cc1
  nt	72	-2%	-10%	nt	nt
10. CC(C)CC(c1nnnn1CCc1ccccc1)N1CCC(C(N)=O)CC1 (stereo unspecified)
  -2%	-23	9%	-2%	18%	4%
11. COC(=O)c1cc(Cl)c(NC(=O)C(C)C)cc1OC
  -3%	22	2%	nt	-15%	2%
12. O=C1NCCN/C1=C\C(=O)c1ccc(Br)cc1
  2%	85	1%	-8%	10%	0%
13. CCSc1nnc2c(n1)OC=Nc1ccc(Br)cc1-2
  4%	26	0%	0%	6%	-2%
14. CC(C)N(C(=O)COC(=O)c1cccc(N(C)C)c1)c1ccccc1
  9%	-29	3%	7%	-15%	?
15. COC(CN(C(=O)CCl)C(C(=O)NC1CCCCC1)c1ccc(Cl)cc1)OC (stereo unspecified)
  1%	17	-12%	22µM*	-8%	2%
16. Cc1oc(-c2cccc(Cl)c2)nc1CSc1nnc(C)n2c1cc1occc12
  nt	11	-11%	1%	nt	nt
17. COc1cc(NC(=O)c2cnn(-c3cccc(F)c3)c2C2CCNCC2)cc(OC)c1OC
  nt	16	13%	1%	nt	nt
18. CN(CC(=O)Nc1ccc(F)c(F)c1F)C(=O)/C=C/c1ccc(Cl)cc1
  1%	-33	-13%	-12%	3%	4%
19. CC(=O)c1ccc(OCc2cc(C(=O)N3CCC[C@H]3CO)no2)cc1
  nt	0	0%	50µM*	22%	-4%
20. Cc1ccc(C(C)C)c(OCC(=O)NCC(c2cccs2)N2CCOCC2)c1 (stereo unspecified)
  nt	?	?	5%	?	-2%
21. CC1=C(C(=O)Nc2ccccn2)C(c2ccc(Cl)cc2Cl)NC(=S)N1 (stereo unspecified)
  0%	?	4%	2%	-17%	1%
22. COc1ccc(/C=N/Nc2nc(Nc3ccccc3)nc(N3CCCCC3)n2)cc1OC
  -6%	38	-11%	-6%	?	57%[activator]
23. CCOc1ccc(/C=C2\SC(=O)N(CCNC(=O)CN3C(=O)NC4(CCCC4)C3=O)C2=O)cc1OC
  nt	nt	-1%	-17%	11%	3%
24. CCCS(=O)(=O)N1CCC(C(=O)NC2CCC(C)CC2)CC1 (stereo unspecified)
  2%	73	2%	1%	5%	9%
25. COc1ccc(OC)c(NC(=O)NNS(=O)(=O)c2ccc(C)cc2C)c1
  nt	-62*	4%	2%	27%	-5%
26. COc1ccc(/C=C/C(=O)NNC(=O)c2cc(C)oc2C)cc1
  nt	-26	-7%	-3%	-11%	113%[activator]
27. COC(=O)c1ccccc1NC(=O)COc1ccc(S(=O)(=O)NC(C)C)cc1
  -2%	5	-2%	8%	?	-1%
28. Cc1cccnc1NC(=O)c1ccc(NS(=O)(=O)/C=C/c2ccccc2)cc1
  nt	-17	?	0%	?	1%
29. Cc1cc2c(SCC(=O)NC3CCCC3)ncnc2s1
  nt	-31	3%	-4%	-16%	-9%
30. CC(C)C(=O)Nc1ccc(C(=O)N/N=C/C2CC3C=CC2C3)cc1 (stereo unspecified)
  9%	10	-2%	-13%	-3%	33%[activator]
31. Cc1ccc(NC(=O)CNCCCN2CCOCC2)cc1S(=O)(=O)N1CCCCC1
  ?	0	0%	-3%	-5%	?
32. O=C(Nc1nc(-c2cccs2)cs1)c1cccc(S(=O)(=O)N2CCCCCC2)c1
  -7%	95	-3%	5%	11µM*	42%[activator]
33. O=C(CSCc1cnn(-c2ccccc2)c1-n1cccc1)NCc1ccc2c(c1)OCO2
  8%	-1	-7%	-1%	?	-11%
34. Cc1cccc(C(C)C)c1NC(=O)CN1C(=O)NC(Cc2ccccc2)C1=O (stereo unspecified)
  nt	-18	6%	1%	10%	2%
35. O=C(CSc1nnc(COc2ccc(Cl)cc2)o1)Nc1ccccc1
  nt	-4	0%	-27%	nt	nt
36. O=C1CN(C(=O)c2ccccc2F)c2ccccc2N1
  -11%	-37	?	2%	5%	4%
37. O=C(C=Cc1ccco1)N1CCOCC1
  nt	-14	nt	nt	10%	11%
38. COc1ccc(S(=O)(=O)N2CCOCC2)cc1NC(=O)c1ccc2c(c1)OCO2
  nt	-30	7%	3%	7%	19%
39. Cc1ccc2ccc(C(Nc3ccccn3)c3ccccc3)c(O)c2n1 (stereo unspecified)
  -23%	-14&-24	?	2.8µM*	?	75%[activator]
40. O=C(CSc1ccc2ccccc2n1)N/N=C/c1ccc(O)cc1
  -3%	-32	?	-17%	-15%	0%
41. Cc1ccc(/C=C/C(=O)c2ccccc2O)cc1
  2%	9	0%	-13%	14%	?
42. CCOc1ccc(CN(CCc2ccc3c(c2)OCO3)Cc2ccc(OC)c(Br)c2)cc1
  nt	?	10%	4%	nt	nt
43. CCOC(=O)c1cc(C(=O)c2cccs2)n2ccc(C(C)=O)cc12
  -4%	-7	3%	3%	6%	2%
44. CCOC(=O)c1c(C)[nH]c(C)c1S(=O)(=O)NCC(=O)Nc1ccc(C)cc1C
  nt	1	1%	-6%	nt	nt
45. CCC(C)(C)c1ccc(Oc2cccc(C(=O)O)c2)cc1
  ?	88	-6%	4%	13%	0%
46. Cc1ccc2nc(CNC(=O)C3CCC(=O)N(Cc4ccccc4F)C3)cn2c1 (stereo unspecified)
  nt	18	-12%	0%	0%	-3%
47. CCc1n[nH]c(=S)n1/N=C/c1c(O)ccc2ccccc12
  -12%	-20	-17%	0%	17%	86%[activator]
48. CNC(=O)c1cc(S(=O)(=O)Nc2ccc(C)cc2C)ccc1C
  nt	37	1%	-16%	nt	2%
49. Clc1ccccc1-c1nc(/C=N/N2CCOCC2)c2ccccn12
  ?	0	-11%	?	0%	12%
50. COCCNC(=O)CSc1nc2ccccc2c2nc(C)nn12
  5%	-32	2%	8%	17%	8%
51. CS(=O)(=O)N1CCC(C(=O)Nc2cccc(Br)c2)CC1
  9%	39	-6%	-29%	17%	3%
52. COc1cccc(N2C(=NC(=O)C3CCCCC3)SC3CS(=O)(=O)CC32)c1 (stereo unspecified)
  -6%	?	9%	2%	11%	-2%
53. COc1cccc(NC(=O)CN(C)C(=O)Cc2ccc3c(c2)CCC3)c1
  nt	-7	6%	-2%	-1%	-2%[11.6 µM]
54. Cc1nn2c(=O)cc(COC(=O)c3ccc(C(C)(C)C)cc3)nc2s1
  nt	3	8%	1%	nt	nt
55. COc1ccccc1CNC(=O)C1CCN(S(=O)(=O)c2ccc3nc4c(c(C(=O)O)c3c2)CCCC4)CC1
  nt	-24	-1%	-18%	30%	19%
56. CCOC(=O)c1c(-c2ccc(Br)cc2)csc1NC(=O)c1ccc(F)cc1
  nt	8	23%	5%	nt	nt
57. CC(C)(C)c1nnc(NC(=O)c2cccnc2)s1
  -15%	12	-4%	-3%	26%	0%
58. Cc1ccccc1CSCCNC(=O)CSCc1ccc([N+](=O)[O-])cc1
  nt	-39	1%	9%	18%	?
59. Cc1ccc(CNC(=O)c2c(O)nc3cc(C)ccn3c2=O)cc1
  nt	4	-4%	11%	nt	nt
60. O=[N+]([O-])c1ccc(SCCc2ccccn2)cc1
  1%	1	8%	-20%	13%	-6%

The listing continues.
Every second line gives: FBPA Giardia inh	HCMV antiviral	AmpC detergent	Sm TGR block	HCV inh	AMA1-RON2 inh
61. O=C(NCC1CCCO1)C(c1cccs1)N(Cc1ccccc1Cl)C(=O)c1ccc(-c2ccccc2)[nH]1 (stereo unspecified)
  2%	8	-5%	-8%	?	-19%
62. CC(=O)N/C(=C\c1ccccc1)C(=O)OC(C)C(=O)N(C)c1ccccc1 (stereo unspecified)
  nt	17	-11%	0%	17%	13%
63. COc1ccc(-c2cn(Cc3ccc4ccccc4c3)nn2)cc1
  -8%	32	?	2%	?	-5%
64. COc1ccc(C2/C=C\CN(CC(C)(C)C)CC(=O)N2Cc2ccc(F)cc2)cc1 (stereo unspecified)
  -2%	9	0%	32µM*	-15%	34%[activator]
65. Cc1ccc(NC(=O)COC(=O)c2ccc([N+](=O)[O-])o2)cc1S(=O)(=O)N1CCCCCC1
  -19%	17	-16%	-1%	-4%	-1%
66. COCCCNC(=O)c1ccc(NC(=O)c2nsc3ccccc23)cc1
  nt	114	2%	-2%	nt	nt
67. CCN(CC)CCNC(=O)c1ccc(NC(=O)/C=C/c2ccc3ccccc3n2)cc1
  nt	nt	6%	8%	-40%	-3%
68. O=C(COC(=O)COc1ccc(Cl)cc1)NC1CCCCCC1
  nt	-2	-6%	-1%	17%	7%
69. CCOC(=O)/C(=N\Nc1ncnc2ccccc12)c1ccc(C)cc1
  4%	150	-1%	-4%	0%	27%
70. CCN1C(=O)N[C@@H](c2cccc(C(F)(F)F)c2)[C@H](C(C)=O)[C@H]1C
  6%[12.9 µM]	8	nt	nt	0%	8%

3 records drawn at random from the list so far, as already listed:
Every second line gives: FBPA Giardia inh	HCMV antiviral	AmpC detergent	Sm TGR block	HCV inh	AMA1-RON2 inh
67. CCN(CC)CCNC(=O)c1ccc(NC(=O)/C=C/c2ccc3ccccc3n2)cc1
  nt	nt	6%	8%	-40%	-3%
63. COc1ccc(-c2cn(Cc3ccc4ccccc4c3)nn2)cc1
  -8%	32	?	2%	?	-5%
70. CCN1C(=O)N[C@@H](c2cccc(C(F)(F)F)c2)[C@H](C(C)=O)[C@H]1C
  6%[12.9 µM]	8	nt	nt	0%	8%

Compounds were not picked by outcome; 9.3% or so of the library scored in one or more.
